Screens from PubChem.
aDG glyco act = alpha-DG glycosylation activation | activation, % at 10 µM | 0.22% of 360,000 active | Pro5-aDG cells, alpha-DG glycosylation AlphaScreen (IIH6); 0% Pro5, 100% B10-LARGE cell signal;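 active = activation of at least 8% versus controls, or a plate z-score of at least 8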;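 note: Pro5 are CHO cells carrying HIG-tagged alpha-DG that lacks glycosylation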
CF NFkB inh = cystic fibrosis NF-kB activation inhibition. AID 588850. inhibition, % at 5 µM. KKLEB NF-kB-GFP reporter, PAF-induced, GFP fluorescence overnight. 0.86% of 360,000 active;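 active = at least 50% inhibition at 5 µM, scaled per plate between neutral and stimulator controls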;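 note: PAF is a Pseudomonas aeruginosa culture filtrate used as stimulus; plate controls were PAF-stimulated DMSO wells for no effect and unstimulated DMSO wells for full effect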
KKLEB tox = reduces viability of KKLEB cystic fibrosis airway cells. KKLEB CF airway cells viability, ATPlite luminescence, overnight; active compounds read low; cells stimulated with P. aeruginosa culture filtrate. 0.36% of 360,000 active. activity change (cytotoxicity), % at 5 µM;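 active = corrected activity change at or below -50% at 5 µM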
HIF-2a inh = HIF-2a inhibition | 786-0 RCC cells HIF-2a reporter, luciferase luminescence, overnight | 0.72% of 360,000 active | inhibition, % at 18.8 µM;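 active = inhibition of the luminescence signal of 40% or more relative to plate controls, in a single-dose primary screen at 18.75 µM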
iPSC survival up = enhancers of human iPSC single-cell survival; hiPSC single-cell survival, ATPlite luminescence; 100% = ROCK inhibitor wells, 0% = DMSO; survival enhancement, % at 20 µM; 0.044% of 360,000 active; AID 602274; in the data active = survival enhancement above about 18%;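 note: cells exposed to compounds for 16 hours before the ATP read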
NR2E3 ag-1 = NR2E3 (human) agonism. GST-NR2E3/biotin-RetCOR TR-FRET, 1536-well. inhibition of corepressor binding, % at 4.78 µM. 0.12% of 320,000 active. AID 2300;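 active = percent inhibition above the cutoff of mean plus 3 SD of all tested compounds, set per screening campaign, cut at about 20% in these data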;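 note: 0% = DMSO wells and 100% = biotin wells as full block of FRET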
Target sequence (Q9Y5X4 whole entry, looked up): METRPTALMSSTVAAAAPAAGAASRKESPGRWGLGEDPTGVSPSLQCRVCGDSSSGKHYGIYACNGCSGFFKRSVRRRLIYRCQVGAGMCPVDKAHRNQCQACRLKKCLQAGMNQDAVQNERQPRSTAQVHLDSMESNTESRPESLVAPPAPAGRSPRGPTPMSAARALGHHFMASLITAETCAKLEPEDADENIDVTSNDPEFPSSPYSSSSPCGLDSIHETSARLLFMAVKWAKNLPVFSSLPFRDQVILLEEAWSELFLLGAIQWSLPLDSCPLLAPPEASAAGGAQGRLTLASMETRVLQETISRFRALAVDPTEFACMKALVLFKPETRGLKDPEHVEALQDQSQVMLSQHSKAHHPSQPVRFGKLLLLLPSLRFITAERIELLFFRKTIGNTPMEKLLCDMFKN
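Material – GST-tagged NR2E3 plus biotinylated RetCOR corepressor · Quantity – NR2E3 fusion 1.35 nM · Times – 5 h incubation at 4 °C · Medium – pH 7.5 Tris-based buffer · Technique – TR-FRET, Eu(K)-anti-GST donor, streptavidin-D2 acceptor, ex 340, em 617/671 nm · Benchmarks – high control biotin, low control 0.6% DMSO · Format – 1536-well plates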
Peg3 prom inh = reduces Peg3 promoter-driven luciferase expression in HeLa. HeLa PEG-Prom luciferase reporter, luminescence, overnight. inhibition, % at 20 µM. 1.7% of 360,000 active;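 active = inhibition of at least 50% at 20 µM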
TRPM1 prom inh = inhibitors of MITF-driven TRPM1 promoter in melanoma cells. inhibition, % at 12.5 µM. AID 488899. SK-MEL-5 TRPM1 promoter luciferase, 24 h. 0.83% of 330,000 active;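 active = mean inhibition across replicates of 60% or more, whatever share of single replicates reaches that level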; note: values of inactives mirror those of a sister screen read the other way
TWEAK-Fn14 inh = blocks TWEAK-Fn14 interaction in a reporter cell assay; 2% of 360,000 active; AID 1159606; inhibition, % at 10 µM; TWEAK-stimulated Fn14 reporter cells, luciferase luminescence, 8 h; in the data active = inhibition above about 50%
Shn3 3UTR inh = inhibitors of Schnurri-3 3'UTR reporter in osteoblasts; Clone20 osteoblast Shn3 3'UTR firefly luciferase, 24 h; inhibition, % at 12.5 µM; 0.52% of 360,000 active;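 active = mean inhibition of at least 75% with every replicate also reaching 75%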;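 note: 0% = median of neutral control wells and 100% = pilot-screen positive control compound; some compounds past the cut are filed as inactive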
NR2E3 ag-2 = agonists of human NR2E3 nuclear receptor | Q9Y5X4 | CHO-S Gal4-NCOR/VP16-NR2E3 two-hybrid, luciferase | inhibition of corepressor binding, % at 3.98 µM | 0.35% of 360,000 active | AID 602229;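 active = inhibition above the mean of all tested compounds plus 3 SD, cut at about 70% in these data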;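 note: 0% = DMSO with NR2E3 transfected cells and 100% = cells lacking NR2E3 construct; higher means lower luciferase signal from less NR2E3 corepressor binding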
* hit, by the source's call; . = not tested or not shown. Random draw from the library, and some 4.4% of all compounds hit somewhere here.

1) Cc1ccc(N2CC3=C(C2=O)C(c2ccccc2)NC(=O)N3C)cc1 (stereo not drawn)
2) CC(=O)N1CCN(c2ccc(NC(=O)c3cccc(F)c3)cc2)CC1
3) CC(C)CCNc1nnnc2c1sc1nc(N3CCOCC3)c3c(c12)CC(C)(C)SC3
4) COc1ccc(CCNc2cc(C)nc3c(-c4ccc(Cl)cc4)c(C)nn23)cc1OC
5) COc1cc(-c2nc3ccccc3c(=O)n2N)cc(OC)c1OC
6) N#CCCN1CCN(C(CNS(=O)(=O)c2ccc(Cl)cc2)c2ccccc2)CC1 (stereo not drawn)

| entry no. | 1 | 2 | 3 | 4 | 5 | 6 |
| --- | --- | --- | --- | --- | --- | --- |
| aDG glyco act | 0.9 | 0.0 | -0.3 | 0.7 | 0.0 | -0.1 |
| CF NFkB inh | -24 | -5 | 44 | 38 | 5 | 2 |
| KKLEB tox | 6 | -1 | -22 | -1 | -2 | -5 |
| HIF-2a inh | 3 | -141 | 7 | 31 | 9 | 7 |
| iPSC survival up | -2.3 | 1.8 | 1.1 | -2.6 | -1.7 | -1.3 |
| NR2E3 ag-1 | 0 | . | 4 | 0 | 3 | 2 |
| Peg3 prom inh | 2 | -164 | 32 | 15 | 5 | 12 |
| TRPM1 prom inh | 5 | . | -4 | 8 | -3 | 9 |
| TWEAK-Fn14 inh | 2 | 0 | 26 | -3 | -5 | -1 |
| Shn3 3UTR inh | 0 | -39 | 58 | 0 | 11 | -15 |
| NR2E3 ag-2 | -27 | -49 | -6 | -25 | -3 | -36 |

Reprinted: nos. 1–3
1) Cc1ccc(N2CC3=C(C2=O)C(c2ccccc2)NC(=O)N3C)cc1 (stereo not drawn)
2) CC(=O)N1CCN(c2ccc(NC(=O)c3cccc(F)c3)cc2)CC1
3) CC(C)CCNc1nnnc2c1sc1nc(N3CCOCC3)c3c(c12)CC(C)(C)SC3

| entry no. | 1 | 2 | 3 |
| --- | --- | --- | --- |
| aDG glyco act | 0.9 | 0.0 | -0.3 |
| CF NFkB inh | -24 | -5 | 44 |
| KKLEB tox | 6 | -1 | -22 |
| HIF-2a inh | 3 | -141 | 7 |
| iPSC survival up | -2.3 | 1.8 | 1.1 |
| NR2E3 ag-1 | 0 | . | 4 |
| Peg3 prom inh | 2 | -164 | 32 |
| TRPM1 prom inh | 5 | . | -4 |
| TWEAK-Fn14 inh | 2 | 0 | 26 |
| Shn3 3UTR inh | 0 | -39 | 58 |
| NR2E3 ag-2 | -27 | -49 | -6 |

Continuation:
7) Cc1cccc(OCCOCCSc2ncccn2)c1
8) CN(C)CCCNC(NC(=O)/C=C/c1ccccc1)C(Cl)(Cl)Cl (stereo not drawn)
9) CCC(=O)N1CCc2cc(S(=O)(=O)NC(C(=O)N3CCc4ccccc4C3)C(C)C)ccc21 (stereo not drawn)
10) O=C(CN1CCCC1)Nc1cc(C(F)(F)F)cc(C(F)(F)F)c1
11) COc1cc(C(=O)N/N=C/c2ccc(OC)c(CN3CCN(c4ccc(F)cc4)CC3)c2)ccc1O
12) COC(=O)COc1ccc(S(=O)(=O)N2CCN(c3ccc(OC)cc3)CC2)cc1

| entry no. | 7 | 8 | 9 | 10 | 11 | 12 |
| --- | --- | --- | --- | --- | --- | --- |
| aDG glyco act | 0.3 | 0.1 | 0.2 | -0.1 | -0.1 | 0.0 |
| CF NFkB inh | 2 | -11 | -16 | -4 | -16 | 22 |
| KKLEB tox | 2 | 10 | 16 | 5 | -9 | -8 |
| HIF-2a inh | -126 | 9 | 12 | 9 | 19 | 8 |
| iPSC survival up | 5.4 | -0.7 | -0.6 | -0.9 | 3.5 | -0.3 |
| NR2E3 ag-1 | 4 | -3 | 2 | -4 | 0 | 1 |
| Peg3 prom inh | -85 | -1 | 12 | 13 | -15 | 4 |
| TRPM1 prom inh | -3 | 9 | -2 | 2 | 7 | -14 |
| TWEAK-Fn14 inh | -17 | 7 | -3 | -15 | 15 | 7 |
| Shn3 3UTR inh | -24 | 9 | -5 | 0 | 5 | -1 |
| NR2E3 ag-2 | -51 | -20 | -2 | 9 | 1 | -13 |

13) Cc1ccccc1C(=O)Nc1nnc(-c2ccncc2)o1
14) CCCCCCN1CC(O)=C(c2ccccc2)C1=N
15) COc1cccc(N/C=C(\C#N)c2ccc(OCCCF)cc2)c1
16) O=C(CNC(=O)c1ccncc1)N/N=C/c1cc(Br)ccc1O
17) COc1ccccc1NC(=O)Nc1nc(CC(=O)N2CCN(c3ccccc3OC)CC2)cs1
18) COc1ccc(CCCc2n[nH]c(=S)o2)c(C)c1

| entry no. | 13 | 14 | 15 | 16 | 17 | 18 |
| --- | --- | --- | --- | --- | --- | --- |
| aDG glyco act | 0.6 | 0.0 | 0.7 | 0.0 | -0.5 | 0.4 |
| CF NFkB inh | -5 | -11 | 1 | -12 | 7 | -12 |
| KKLEB tox | -1 | 5 | 4 | 6 | -1 | 6 |
| HIF-2a inh | -16 | 8 | -35 | 15 | -71 | 10 |
| iPSC survival up | -0.6 | -2.8 | -1.2 | 1.0 | 0.3 | 1.5 |
| NR2E3 ag-1 | 3 | 4 | 2 | 1 | -1 | 3 |
| Peg3 prom inh | 5 | 4 | -4 | 5 | 27 | 7 |
| TRPM1 prom inh | -13 | 2 | -31 | 7 | -12 | 15 |
| TWEAK-Fn14 inh | 0 | -8 | -17 | -14 | 15 | -6 |
| Shn3 3UTR inh | -20 | -12 | -17 | 12 | 17 | 3 |
| NR2E3 ag-2 | -7 | -2 | -20 | -10 | -7 | -5 |

19) COc1ccc(CCNC(=O)[C@@H](NC(=O)N2CC(=O)Nc3ccccc32)C(C)C)cc1OC
20) Cc1cccc(NS(=O)(=O)c2ccc(C(=O)NCC3CCCO3)cc2)c1C (stereo not drawn)
21) C=CCNC(=O)CN1CCC(O)(c2ccccc2)CC1
22) CC1=C(C)N(C)[C@H](c2ccccc2Br)[C@H](O)C1=O
23) COc1ccccc1NC(=O)Nc1ccnn1C1CCN(C(=O)c2cscn2)CC1
24) CCOC(=O)c1[nH]ncc1CN1CCCC(C(=O)c2ccc(SC)cc2)C1 (stereo not drawn)

| entry no. | 19 | 20 | 21 | 22 | 23 | 24 |
| --- | --- | --- | --- | --- | --- | --- |
| aDG glyco act | -0.3 | 0.2 | -0.2 | 0.0 | -0.6 | 0.4 |
| CF NFkB inh | 0 | 26 | 1 | -5 | 12 | -11 |
| KKLEB tox | 9 | -13 | 7 | -5 | -4 | -1 |
| HIF-2a inh | 13 | 18 | 3 | 6 | -89 | 20 |
| iPSC survival up | -0.4 | 0.2 | -2.2 | 8.1 | -0.1 | -1.0 |
| NR2E3 ag-1 | 6 | -4 | 1 | . | 6 | 1 |
| Peg3 prom inh | 2 | 9 | 12 | 9 | -56 | -3 |
| TRPM1 prom inh | 0 | 8 | -4 | -9 | -16 | -1 |
| TWEAK-Fn14 inh | 7 | 7 | -3 | -4 | -10 | -10 |
| Shn3 3UTR inh | -22 | 5 | 12 | 3 | -42 | -12 |
| NR2E3 ag-2 | -8 | 22 | 3 | 2 | -40 | 17 |

3 compounds from above, sorted by length of the SMILES, largest number first:
20) Cc1cccc(NS(=O)(=O)c2ccc(C(=O)NCC3CCCO3)cc2)c1C (stereo not drawn)
22) CC1=C(C)N(C)[C@H](c2ccccc2Br)[C@H](O)C1=O
16) O=C(CNC(=O)c1ccncc1)N/N=C/c1cc(Br)ccc1O

| entry no. | 20 | 22 | 16 |
| --- | --- | --- | --- |
| aDG glyco act | 0.2 | 0.0 | 0.0 |
| CF NFkB inh | 26 | -5 | -12 |
| KKLEB tox | -13 | -5 | 6 |
| HIF-2a inh | 18 | 6 | 15 |
| iPSC survival up | 0.2 | 8.1 | 1.0 |
| NR2E3 ag-1 | -4 | . | 1 |
| Peg3 prom inh | 9 | 9 | 5 |
| TRPM1 prom inh | 8 | -9 | 7 |
| TWEAK-Fn14 inh | 7 | -4 | -14 |
| Shn3 3UTR inh | 5 | 3 | 12 |
| NR2E3 ag-2 | 22 | 2 | -10 |
